Bioassay records: PubChem, NMMLSC
Bcl-2 Bim block = human Bim-Bcl-2 interaction inhibition. 190,000 compounds, 0.06% hits. AID 950. inhibition, % at 10 µM. Bead-based flow cytometry, Bim peptide-Bcl-2 binding. P10415; in the data active = inhibition above about 40%; inconclusive = no clear call, values can overlap the other calls;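 note: 0% = no compound wells with probe peptide and 100% = reference peptide inhibitor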
Target sequence (P10415 whole entry, looked up): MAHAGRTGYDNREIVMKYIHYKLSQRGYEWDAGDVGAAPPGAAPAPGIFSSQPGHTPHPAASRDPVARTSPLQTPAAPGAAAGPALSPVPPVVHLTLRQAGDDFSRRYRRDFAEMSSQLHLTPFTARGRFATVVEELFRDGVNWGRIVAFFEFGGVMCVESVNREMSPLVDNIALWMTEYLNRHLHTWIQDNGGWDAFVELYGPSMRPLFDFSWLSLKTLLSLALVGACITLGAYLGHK
Bim-Bcl-XL = disrupts Bim peptide binding to human Bcl-XL; Q07817; inhibition, % at 10 µM; bead flow cytometry, fluorescence; 190,000 compounds, 0.04% hits
Target sequence (Q07817 whole entry, looked up): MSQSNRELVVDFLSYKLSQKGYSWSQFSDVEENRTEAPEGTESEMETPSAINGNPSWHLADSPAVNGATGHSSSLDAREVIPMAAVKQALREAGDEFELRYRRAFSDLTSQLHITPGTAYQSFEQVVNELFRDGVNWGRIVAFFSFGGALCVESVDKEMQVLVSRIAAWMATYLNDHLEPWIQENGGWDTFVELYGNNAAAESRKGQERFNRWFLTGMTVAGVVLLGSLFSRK
HRas wt GTP bind = modulators of GTP binding to human HRas wildtype; P01112; GST-Ras wt beads, Bodipy-FL-GTP binding, flow cytometry; actives lie on both sides; GTP binding activity, % at 10 µM; 190,000 compounds, 0.14% hits;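 active = GTP binding activity at least 20% away from the 100% baseline, either lowered as inhibitor or raised as activator; inconclusive = flagged as likely green fluorescent, judged across all proteins in the well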;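 note: 0% = unlabeled GTP competition control and 100% = no-compound control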
Target sequence (P01112 whole entry, looked up): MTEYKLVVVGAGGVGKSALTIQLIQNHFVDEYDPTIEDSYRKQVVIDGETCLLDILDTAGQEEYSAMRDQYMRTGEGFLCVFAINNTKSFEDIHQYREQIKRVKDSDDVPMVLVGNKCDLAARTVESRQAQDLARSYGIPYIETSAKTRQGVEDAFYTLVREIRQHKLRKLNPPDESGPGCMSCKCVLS
Rac1 act GTP bind = alters GTP binding to activated mutant human Rac1; 190,000 compounds, 0.11% hits; percent activity (GTP binding), % at 10 µM; GST-Rac1 activated beads, fluorescent GTP binding, flow cytometry; actives lie on both sides; 100% means binding = to untreated wells; AID 764;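 active = GTP binding at least 20 percentage points away from the 100% baseline, in either direction, so actives lie on both sides; inconclusive = Compound likely fluorescent itself, or too few beads counted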
Rac1 wt GTP bind = alters GTP binding to wildtype human Rac1; P63000; AID 757; GTP binding activity (% of control), % at 10 µM; GST-Rac1 beads, fluorescent GTP binding, flow cytometry; actives lie on both sides; 0 = cold GTP competed, 100 = untreated; 190,000 compounds, 0.27% hits;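 active = GTP binding activity at least 20 points away from the 100% control level, either lower or higher; inconclusive = compound flagged as likely green fluorescent, judged across all proteins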
Bim-Bcl-W = inhibitors of Bim-Bcl-W interaction, human; Q92843; bead-based flow cytometry, Bim peptide-Bcl-W binding; inhibition, % at 10 µM; 190,000 compounds, 0.02% hits; AID 952;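 note: 0% = bound tracer without compound and 100% = peptide blocker; higher means less fluorescent Bim peptide bound to Bcl-W beads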
Bim-Bfl-1 = human Bim-Bfl-1 interaction inhibition; Q16548; Bead-based flow cytometry, Bim-Bfl-1 binding inhibition; inhibition, % at 10 µM; 190,000 compounds, 0.12% hits; AID 1008;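 note: 0% = wells without compound plus tracer and 100% = blocker peptide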
Cdc42 wt GTP = changes GTP binding to wildtype human Cdc42 | P60953 | GST-Cdc42 beads, Bodipy-GTP binding, flow cytometry; actives lie on both sides | percent activity (GTP binding), % at 10 µM | 190,000 compounds, 0.2% hits;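 active = percent activity GTP binding at least 20 points away from the 100% baseline, either down as inhibitor or up as activator; inconclusive = compound flagged as likely green fluorescent from well-wide comparison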;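 note: median bead fluorescence of bound Bodipy-FL-GTP at 100 nM; 0% = excess unlabeled GTP control and 100% = no compound control; below 100% means less GTP binding so inhibitor and above means activator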
Rab7 wt GTP bind = modulators of GTP binding to dog Rab7 wildtype GTPase | 190,000 compounds, 0.055% hits | GTP binding activity (percent of control), % at 10 µM | GST-Rab7 beads, fluorescent GTP binding, flow cytometry; actives lie on both sides; untreated = 100%, excess cold GTP = 0%;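 active = fluorescent GTP binding to Rab7 beads changed by at least 20 points from the 100% baseline, either direction, mostly lower; inconclusive = compound itself probably fluorescent, or too few beads counted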;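 note: median green fluorescence of bound Bodipy-FL-GTP per Rab7 bead population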
Bcl-B Bim block = human Bim-Bcl-B interaction inhibition; inhibition, % at 10 µM; bead-based flow cytometry, Bim peptide-Bcl-B binding; AID 951; 190,000 compounds, 0.073% hits;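 note: 0% = tracer peptide without compound and 100% = reference inhibitor peptide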
Target sequence (Q9HD36 whole entry, looked up): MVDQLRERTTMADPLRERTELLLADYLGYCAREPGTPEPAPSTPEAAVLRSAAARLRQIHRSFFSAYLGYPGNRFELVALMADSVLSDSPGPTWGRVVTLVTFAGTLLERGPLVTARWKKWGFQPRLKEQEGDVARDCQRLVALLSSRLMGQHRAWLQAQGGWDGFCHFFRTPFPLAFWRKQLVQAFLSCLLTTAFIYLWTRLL
Rab2A wt mod = changes GTP binding to wildtype dog Rab2A, up or down | P61105 | GST-Rab2 wt beads, Bodipy-GTP binding, flow cytometry | GTP binding activity, % at 10 µM | 190,000 compounds, 0.19% hits | AID 760;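 active = GTP binding activity at least 20 points away from 100%, either lowered or raised; inconclusive = signal likely due to the compound's own green fluorescence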;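 note: 0% = beads with excess unlabeled GTP and 100% = no-compound control corrected for plate trend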
* = called active by the depositor; ? = inconclusive; . = not tested or not shown. Cut-off read from the data, not from the text of the source, unless noted: active = inhibition above about 40%. Compounds as they come; overall some 0.62% were active at least once.

SMILES | Bcl-2 Bim block | Bim-Bcl-XL | HRas wt GTP bind | Rac1 act GTP bind | Rac1 wt GTP bind | Bim-Bcl-W | Bim-Bfl-1 | Cdc42 wt GTP | Rab7 wt GTP bind | Bcl-B Bim block | Rab2A wt mod
CCSC1=C(C#N)C(c2cccc(O)c2)CC(=O)N1 (stereo not given) | 4 | 0 | 100 | 99 | 102 | 1 | 0 | 99 | 95 | -1 | 100
CCOc1ccc(NC(=O)C2CCN(c3nnnn3-c3ccccc3)CC2)cc1 | -21 | -7 | 98 | 94 | 100 | -3 | -5 | 98 | 93 | -5 | 101
Cc1nnc(SCC(=O)Nc2ccc3c(c2)COC3=O)n1-c1ccccc1 | -5 | -3 | 97 | 100 | 102 | 0 | -1 | 98 | 99 | -2 | 95
COc1cc(C(=O)Nc2ccc(S(=O)(=O)N3CCCCC3C)cc2)cc(OC)c1OC (stereo not given) | -11 | 4 | 101 | 97 | 99 | 0 | -12 | 99 | 101 | -7 | 99
Cc1cc(C)c2c(N)c3ccccc3nc2n1 | 0 | 4 | 97 | 99 | 101 | 1 | -1 | 97 | 95 | 3 | 94
O=C(Nc1cc(C(=O)N2CCCC2)ccc1N1CCCC1)c1ccccc1 | -8 | -2 | 99 | 100 | 101 | -3 | -9 | 99 | 94 | -4 | 96
Cc1ccc(C)c(NC(=S)NC23CN4CN(CN(C4)C2)C3)c1 | -1 | -4 | 97 | 95 | 99 | -2 | -5 | 97 | 104 | -2 | 102
CC(=O)c1ccc(S(=O)(=O)Nc2ccc(-c3ccc4nnc(C)n4n3)cc2)cc1 | -1 | 2 | 90 | 90 | 89 | 0 | -2 | 87 | 100 | 5 | 89
Clc1ccc(-c2cnc3n2CCC3)cc1 | 0 | -2 | 101 | 97 | 98 | -2 | 0 | 101 | 97 | -5 | 99
COc1cc(C(=O)NCC(=O)OCCN2C(=O)c3ccccc3C2=O)cc(OC)c1OC | -2 | -2 | 97 | 95 | 100 | 0 | -8 | 95 | 94 | -2 | 97
CCC(C)Nc1nc2c(c(=O)n(C)c(=O)n2C)n1Cc1ccc(F)cc1 (stereo not given) | -7 | -4 | 101 | 100 | 103 | -2 | -11 | 101 | 101 | -9 | 101
O=c1[nH]c2ccccc2nc1CCc1ccccc1 | -4 | -4 | 98 | 96 | 95 | -1 | -7 | 97 | 99 | -7 | 99
COC(=O)C(C(=O)OC)c1ncc(C(F)(F)F)cc1Cl | 0 | 1 | 97 | 98 | 100 | 3 | -3 | 98 | 103 | 0 | 98
COc1cc(C(=O)N/C(=C\c2cn(C)c3ccccc23)C(=O)NCCCO)cc(OC)c1OC | 0 | 0 | 95 | 93 | 94 | 0 | 4 | 96 | 96 | 3 | 93
Cc1c(NC(=O)C2CCCN2C(=O)c2cccs2)c(=O)n(-c2ccccc2)n1C (stereo not given) | 0 | 1 | 102 | 100 | 106 | 0 | -5 | 101 | 101 | -5 | 100
CC(C)(C)n1nnnc1C(c1ccc(Cl)cc1)N1CCCc2ccccc21 (stereo not given) | -10 | -8 | 102 | 99 | 106 | 4 | -8 | 105 | 100 | -9 | 101
CCOC(=O)C(NCCCCl)c1ccccc1 (stereo not given) | -3 | 0 | 101 | 101 | 103 | 1 | -4 | 100 | 99 | -6 | 100
CCNc1ccc2noc3c2c1C(=O)c1ccccc1-3 | 1 | 0 | 99 | 93 | 97 | 0 | 2 | 97 | 100 | 0 | 95
Cc1cc(NC(=O)C2=C(O)c3ccccc3S(=O)(=O)N2C)no1 | -1 | -8 | 99 | 100 | 102 | -3 | -2 | 100 | 96 | -1 | 100
COc1ccc(-c2ccc(=O)n(CC(=O)Nc3nnc(C(C)C)s3)n2)cc1OC | -1 | -2 | 100 | 100 | 103 | 0 | -4 | 102 | 101 | 1 | 100
O=c1c2c3c(sc2nc2n1CCCCC2)C(O)CCC3 (stereo not given) | 1 | 0 | 97 | 92 | 97 | 0 | -2 | 98 | 99 | 1 | 97
CN1CCN(S(=O)(=O)c2ccc(SCCOc3ccccc3)nc2)CC1 | -2 | -1 | 98 | 97 | 97 | -4 | -2 | 99 | 96 | 0 | 97
COCCNC(=O)CSc1nc2ccc(N3CCOCC3)cc2c(=O)n1CCc1ccccc1 | -8 | -2 | 100 | 101 | 102 | 2 | -6 | 101 | 98 | -13 | 100
CCOC(=O)c1cn(CC)c2ccc(S(=O)(=O)N3CCC(C)CC3)cc2c1=O | -3 | -3 | 100 | 102 | 101 | -4 | -2 | 101 | 101 | -6 | 98
Cc1ccc(NS(=O)(=O)c2ccc(Cl)c(C(=O)Nc3ccccc3-c3nc4ccccc4[nH]3)c2)cc1C | -6 | -10 | 99 | 101 | 103 | -10 | -1 | 97 | 97 | -9 | 97

In a second layout: entries from further up.
molecule,Bcl-2 Bim block,Bim-Bcl-XL,HRas wt GTP bind,Rac1 act GTP bind,Rac1 wt GTP bind,Bim-Bcl-W,Bim-Bfl-1,Cdc42 wt GTP,Rab7 wt GTP bind,Bcl-B Bim block,Rab2A wt mod
COc1cc(C(=O)NCC(=O)OCCN2C(=O)c3ccccc3C2=O)cc(OC)c1OC,-2,-2,97,95,100,0,-8,95,94,-2,97
O=c1c2c3c(sc2nc2n1CCCCC2)C(O)CCC3 (stereo not given),1,0,97,92,97,0,-2,98,99,1,97
COCCNC(=O)CSc1nc2ccc(N3CCOCC3)cc2c(=O)n1CCc1ccccc1,-8,-2,100,101,102,2,-6,101,98,-13,100
CC(C)(C)n1nnnc1C(c1ccc(Cl)cc1)N1CCCc2ccccc21 (stereo not given),-10,-8,102,99,106,4,-8,105,100,-9,101
CCSC1=C(C#N)C(c2cccc(O)c2)CC(=O)N1 (stereo not given),4,0,100,99,102,1,0,99,95,-1,100

Next compounds follow:
SMILES | Bcl-2 Bim block | Bim-Bcl-XL | HRas wt GTP bind | Rac1 act GTP bind | Rac1 wt GTP bind | Bim-Bcl-W | Bim-Bfl-1 | Cdc42 wt GTP | Rab7 wt GTP bind | Bcl-B Bim block | Rab2A wt mod
CCNc1nc(C)nc2c1oc1ccccc12 | -11 | -3 | 103 | 101 | 109 | 0 | -5 | 105 | 102 | -15 | 103
O=C(Oc1c(Cl)cc(Cl)c2cccnc12)N1CCOCC1 | -7 | -9 | 100 | 99 | 99 | -1 | -9 | 104 | 100 | -8 | 99
Cc1ccc2c(c1)[nH]c1c(=O)n(Cc3ccccn3)cnc12 | 0 | -1 | 100 | 98 | 98 | 4 | -3 | 100 | 99 | 1 | 100
CCc1ccc(CSc2nccn2-c2ccccc2)cc1 | -6 | 4 | 100 | 93 | 101 | 5 | -9 | 96 | 103 | -8 | 99
O=C(c1cc2ccccc2oc1=O)N(Cc1cccs1)C1CCS(=O)(=O)C1 (stereo not given) | -5 | -5 | 100 | 101 | 100 | 0 | -3 | 99 | 99 | -2 | 98
COC(=O)C(C)Oc1ccc(Oc2nc(Cl)ccc2Cl)cc1 (stereo not given) | 1 | 0 | 93 | 89 | 94 | 1 | -5 | 90 | 104 | 0 | 95
CCC1CCCCN1CC(O)Cn1c2ccccc2n2c(=O)cc(C)c(C#N)c12 (stereo not given) | 1 | -2 | 97 | 99 | 100 | 1 | 1 | 99 | 101 | 1 | 97
COc1ccc(Cn2nnnc2CN2CCC(O)(c3ccccc3F)CC2)cc1 | -6 | -4 | 98 | 100 | 100 | -1 | -9 | 101 | 97 | -4 | 99
CNC(=O)c1cn(-c2ccccc2)c(=O)c2ccccc12 | 0 | 0 | ? | ? | ? | 0 | 0 | ? | ? | -2 | ?
COc1ccc(C(=O)Nc2nc(N)n(-c3ccccc3)n2)cc1OC | ? | . | 94 | 96 | 94 | . | . | 94 | 95 | . | 93
CCCOC1(NC(=O)c2ccccc2)C(C)=CC(=O)C=C1C | 1 | -1 | 96 | 95 | 95 | -1 | 3 | 95 | 99 | -2 | 98
Cc1ccc(OC(=O)C(C)c2cccc(C(=O)c3ccccc3)c2)cc1 (stereo not given) | -2 | 0 | 99 | 97 | 100 | -1 | -1 | 96 | 97 | 0 | 98
O=C(Cc1cc(=O)[nH]c(=O)[nH]1)NCCN1CCOCC1 | -7 | -6 | 100 | 96 | 104 | -3 | -5 | 102 | 103 | -6 | 101
CCOc1cc2[nH]c(=S)n(CCCCC(=O)NCc3ccco3)c(=O)c2cc1OCC | -9 | -8 | 104 | 100 | 109 | 0 | -6 | 103 | 101 | -13 | 103
O=C(c1cc(-c2ccco2)on1)N1CCCc2ccccc21 | -2 | 0 | 99 | 98 | 102 | -2 | -10 | 102 | 98 | -6 | 99
CCCN1CCN(C(=O)Nc2ccc(OCC)cc2)CC1 | -1 | -5 | 99 | 94 | 100 | 2 | -8 | 101 | 96 | -4 | 98
CC(=O)Nc1c(O)nc(SCC(=O)Nc2c(C)cccc2C)[nH]c1=O | -13 | -7 | 101 | 102 | 106 | 2 | -12 | 104 | 98 | -21 | 99
CCCCCCCCNC(=O)c1cnsn1 | 0 | -7 | 98 | 99 | 101 | -5 | 3 | 98 | 102 | -3 | 97
COC(=O)c1sc(NC(=O)c2ccc(C)o2)nc1C | -3 | -4 | 99 | 97 | 104 | -2 | 0 | 101 | 99 | 0 | 98
Cc1noc(C)c1COC(=O)/C=C/c1ccccc1Cl | 0 | 0 | 101 | 97 | 104 | 0 | -2 | 100 | 108 | 0 | 98
Cc1ccccc1OCC(=O)N/N=C/c1ccc(Sc2nc3ccccc3s2)o1 | -6 | -18 | 104 | 101 | 109 | 8 | -9 | 105 | 103 | -6 | 101
CC1(C)C2CCC1(CS(=O)(=O)N1CCOCC1)C(=O)C2 (stereo not given) | 0 | -2 | 101 | 99 | 104 | -1 | -2 | 102 | 99 | -1 | 100
O=C(c1cc2nc(-c3ccccc3)cc(-c3ccccc3)n2n1)N1CCCC1 | -7 | -1 | 94 | 94 | 96 | -1 | -2 | 91 | 93 | -10 | 90
O=C(c1ccc(Cn2cc(Br)cn2)cc1)N1N=C(C(F)F)CC1(O)C(F)F (stereo not given) | -2 | -8 | 101 | 99 | 106 | -2 | -1 | 102 | 101 | -3 | 98
Cc1ccc(C)c(N2CCN(C(=O)Cn3cccc3)CC2)c1 | -8 | -3 | 103 | 102 | 105 | 4 | -12 | 106 | 103 | -1 | 105
COc1ccc(CNC(=O)CN(Cc2ccc(OC)cc2)C(=O)c2csnn2)cc1 | 1 | 1 | 98 | 95 | 98 | 1 | 0 | 97 | 102 | 2 | 99
CC1CN(C(c2cccs2)c2sc3ncnn3c2O)CC(C)O1 (stereo not given) | -6 | -1 | 103 | 101 | 109 | 0 | -11 | 103 | 103 | -7 | 101
N=C1S/C(=C\c2ccco2)C(=O)N1c1nccs1 | 0 | -1 | 91 | 86 | 87 | 2 | 0 | 88 | 92 | -2 | 86
